KB-3-1 tox = kills parental KB-3-1 adenocarcinoma cells; KB-3-1 viability, CellTiter-Glo ATP luminescence, 72 h; Potency, µM (highest dose often 46.1 µM), for inactives: at the top dose activity change, negative = cytotoxic, usual class: cytotoxic; 400,000 compounds, 1.4% hits; AID 1347075; further: potency means the concentration at half of the fitted maximal effect; on the % scale 0 is the no-effect control and ±100 the full control effect; nearly all actives have a fitted effect of over 60% in size
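Here the drug-naive KB-3-1 line serves as comparator for MDR sub-line selectivity; cells received compound titrations, 72 h at 37 °C, then CellTiter-Glo readout.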
HT1080 IDH1KD tx = kills HT-1080 cells with IDH1 knockdown | HT-1080 IDH1 knockdown viability, ATP luminescence, 48 h | 360,000 compounds, 2% hits | Potency, µM (highest dose often 46.1 µM), without a hit: top-dose activity, negative = toxicity, most hits filed as cytotoxic | AID 686971;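 further: potency means the concentration at half of the fitted maximal effect; 0% = DMSO wells and -100% = cell-free medium wells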
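Luminescent ATP read-out (CellTiter-Glo, 10 min at room temperature) after 48 h compound exposure at 37 °C gave viability of IDH1-knockdown HT-1080 cells. Activity was normalised to DMSO and cell-free wells, then fitted as concentration-response curves.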
ATXN2 expr inh = ATXN2 expression inhibition; HEK-293 ATXN2-luciferase reporter, luminescence, 24 h; Potency, µM (doses to about 57 µM), for the others: at the top dose activity change, negative = inhibition, most hits filed as inhibitors; 360,000 compounds, 0.72% hits; further: potency means the concentration at half of the fitted maximal effect; on the % scale 0 is the no-effect control and ±100 the full control effect; nearly all actives have a fitted effect of over 55% in size
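ATXN2-luciferase reporter cells (luciferase flanked by upstream and downstream ATXN2 gene portions) were treated 24 h at 37 °C with compounds at up to 57 uM. SteadyGlo luminescence gave expression; GF-AFC fluorescence gave viability.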
SW480 rereplic = inducers of DNA re-replication in SW480 colon cancer cells; SW480 DNA re-replication, Hoechst DNA content imaging, 48 h; Potency, µM (doses to about 46.1 µM), without a hit: at the highest dose re-replication activation, hits mostly activators; 340,000 compounds, 1.8% hits; further: potency means the concentration at half of the fitted maximal effect; % of control where 0% means no effect; nearly all actives have a fitted effect of over 55% in size
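SW480 cells exposed to compounds for 48 hr at 37 C, 5% CO2, then Hoechst-stained 40 min. Nuclear DNA content imaged by fluorescence scanning (405 nm excitation, 500-530 nm emission); re-replication scored as increased high-intensity nuclei.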
ATXN viability = viability counter-screen for ATXN expression inhibitors; S2 cells (HEK-293 line with an ATXN2-luciferase reporter) viability, CellTiter-Fluor protease fluorescence, 24 h; Potency, µM (titrated, usually from 56.7 µM), most hits filed as cytotoxic; 400,000 compounds, 0.49% hits; AID 651635; further: potency means the concentration at half of the fitted maximal effect; nearly all actives have a fitted effect of over 40% in size
KB-V1 cytotox = kills drug-selected multidrug resistant KB-V1 cells; KB-V1 MDR cells viability, CellTiter-Glo, 72 h; 400,000 compounds, 3.4% hits; Potency, µM (top dose mostly 46.1 µM), without a hit: top-dose activity change, negative = cytotoxicity, hits mostly cytotoxic; further: potency means the concentration at half of the fitted maximal effect; on the % scale 0 is the no-effect control and ±100 the full control effect; nearly all actives have a fitted effect of over 60% in size
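Cytotoxicity via CellTiter-Glo luminescence after 72 h compound exposure at 37 degrees C. Cells: drug-selected KB-V1 line, DMEM phenol-red free plus 10% FBS. Compounds tested at multiple concentrations; normalized data fitted to concentration-effect curves.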
HT1080NT lethal = kills 2HG-producing HT-1080-NT fibrosarcoma cells. HT-1080-NT fibrosarcoma viability, CellTiter-Glo ATP luminescence, 48 h. Potency, µM (series often up to 46.1 µM), for inactives: at the top dose activity, negative = less viability, actives largely listed as cytotoxic. 360,000 compounds, 1.6% hits;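 further: NT is the 2HG producing partner of a matched IDH1 knockdown line; potency means the concentration at half of the fitted maximal effect; 0% = DMSO-treated cells and -100% = media-only wells without cells; nearly all actives have a fitted effect of over 55% in size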
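Fibrosarcoma NT cells, 750 per well in 5% FBS RPMI, were exposed to compound for 48 hours. Viability: CellTiter-Glo luminescence.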
MCF10A rerep = induces DNA re-replication in MCF 10a normal breast cells; 350,000 compounds, 2.9% hits; Potency, µM (highest dose often 46.1 µM), without a hit: top-dose activity, positive = re-replication, usual class: activators; AID 624296; MCF 10A DNA re-replication, Hoechst nuclear intensity, 48 h; further: potency means the concentration at half of the fitted maximal effect; % of control where 0% means no effect; nearly all actives have a fitted effect of over 50% in size
IL-1B inflam inh = blocks inflammasome-driven IL-1 beta release; THP-1 LPS/ATP IL-1B secretion, AlphaLISA, 16 h; hits give low values; activity change, % at 57.5 µM; 360,000 compounds, 4.7% hits; in the data active means activity change below about -50%; inconclusive means mostly about -30% to -49%; further: on the % scale 0 is the no-effect control and ±100 the full control effect
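THP-1 cells pretreated 1 hr with compounds (up to 57.5 uM final), then stimulated with LPS (250 ng/mL final) plus ATP (1.25 mM final); secreted IL-1B measured by AlphaLISA after 16 hr, decreased signal indicating inhibition.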
* = called active by the depositor; i = inactive; ? = inconclusive; · = no result given; [ ] = another dose, or the depositor's remark. Unless noted, the call rests on the fitted dose curve; in most records, active means well fitted curve in the direction sought with a large enough effect; inconclusive means small, poorly fitted or top-dose-only effect, or another doubt; inactive means no such curve, though single readings can be large; an effect the other way counts as inactive or inconclusive.

SMILES	KB-3-1 tox	HT1080 IDH1KD tx	ATXN2 expr inh	SW480 rereplic	ATXN viability	KB-V1 cytotox	HT1080NT lethal	MCF10A rerep	IL-1B inflam inh
COc1ccc(NC(=O)C2(C)Cc3c(-c4ccc(N(C)C)cc4)ccnc3O2)cc1 (stereo not given)	?	?	-12.6%	·	i	?	?	·	-2.6
COc1ccccc1-c1noc(-c2ccc(N3CCOCC3)c([N+](=O)[O-])c2)n1	2.7%	·	49.6%[activator]	·	i	0.0%	·	·	·
CCOC(=O)C1(O)CC(C)=NN1C(=O)c1cccc(Cl)c1 (stereo not given)	1.9%	22.5%	-1.4%	2.9%	i	21.9%	23.8%	-11.4%	11.4
CCN(Cc1ccc2c(c1)OCCO2)C(=O)CN1C(=O)NC2(CCCCC2)C1=O	0.2%	-3.0%	10.4%	-4.5%	i	18.4µM*	-2.3%	-2.3%	-3.2
CCCN(CCC)C(=O)C1CC(=O)OC12CCOC(C)(C)C2 (stereo not given)	4.1%	-0.8%	2.9%	0.4%	i	-13.6%	10.8%	4.5%	7.1
COc1ccc(C(C)=NNS(=O)(=O)c2ccc(C)cc2)cc1OC	5.4%	10.4%	·	·	i	-7.8%	-5.2%	·	?
COc1ccc(C2/C=C\CN(S(=O)(=O)c3cccc4cccnc34)CC(=O)N2Cc2ccc(F)cc2)cc1 (stereo not given)	0.0%	-3.5%	-20.1%	3.8%[9.22 µM]	i	-6.1%	-0.2%	0.2%	0.2
CCn1c(SCC(=O)Nc2ccc3c(c2)OCO3)nc2c(c1=O)SC(C)C2 (stereo not given)	?	-8.2%	-6.6%	-13.0%	i	-17.3%	0.6%	8.6%	11.0
CCn1c(SCc2ccccc2)nc2c(c1=O)SCC2	-11.5%	-16.0%	-13.9%	-1.7%	i	?	-23.2%	12.3%	?
O=C(Cc1nc(-c2cnccn2)no1)NNC(=O)Nc1ccccc1	4.5%	6.1%	-11.7%	-16.5%	i	14.2%	10.4%	4.1%	18.2
CN1CCC[C@H]1CCNC(=O)c1c(-c2ccsc2)sc2ccccc12	18.6%	-21.3%	10.7%	-11.8%	i	0.6%	-19.6%	-4.8%	-20.8
COc1ccccc1C(=O)NC1CC(C)(C)NC(C)(C)C1	-2.5%	10.7%	2.7%	-0.3%	i	29.4%	1.5%	-13.0%	20.8
CCOc1ccc(CCNC(=O)C2CCC(CNS(=O)(=O)c3ccc(Cl)cc3)CC2)cc1OCC (stereo not given)	1.4%	·	-1.0%	·	i	-0.8%	·	·	·
CS(=O)(=O)c1ccc(NCCc2ccc(S(N)(=O)=O)cc2)c([N+](=O)[O-])c1	-2.6%	-2.6%	-5.8%	-5.3%	i	9.3%	10.8%	-9.7%	-2.4
CCOC(=O)c1ccc(N2C(=O)[C@@H](c3ccccc3)[C@H]2c2ccccc2)cc1	-3.3%	?	2.3%	-1.0%	i	-5.5%	1.9%	?	-0.8

5 entries from above, ordered by length of the SMILES, falling.
SMILES	KB-3-1 tox	HT1080 IDH1KD tx	ATXN2 expr inh	SW480 rereplic	ATXN viability	KB-V1 cytotox	HT1080NT lethal	MCF10A rerep	IL-1B inflam inh
CCOc1ccc(CCNC(=O)C2CCC(CNS(=O)(=O)c3ccc(Cl)cc3)CC2)cc1OCC (stereo not given)	1.4%	·	-1.0%	·	i	-0.8%	·	·	·
COc1ccccc1-c1noc(-c2ccc(N3CCOCC3)c([N+](=O)[O-])c2)n1	2.7%	·	49.6%[activator]	·	i	0.0%	·	·	·
COc1ccc(NC(=O)C2(C)Cc3c(-c4ccc(N(C)C)cc4)ccnc3O2)cc1 (stereo not given)	?	?	-12.6%	·	i	?	?	·	-2.6
CCN(Cc1ccc2c(c1)OCCO2)C(=O)CN1C(=O)NC2(CCCCC2)C1=O	0.2%	-3.0%	10.4%	-4.5%	i	18.4µM*	-2.3%	-2.3%	-3.2
COc1ccc(C(C)=NNS(=O)(=O)c2ccc(C)cc2)cc1OC	5.4%	10.4%	·	·	i	-7.8%	-5.2%	·	?

Next results:
SMILES	KB-3-1 tox	HT1080 IDH1KD tx	ATXN2 expr inh	SW480 rereplic	ATXN viability	KB-V1 cytotox	HT1080NT lethal	MCF10A rerep	IL-1B inflam inh
COc1cccc(/C=N/n2c(N)nc3ccccc32)c1OC	0.7%	?	41.1%[activator]	0.1%	i	-20.1%	?	-0.3%	-68.3*
NNC(=O)CCN1CCN(C(c2ccccc2)c2ccccc2)CC1	3.0%	-0.4%	-3.5%	1.4%	i	5.0%	-0.4%	3.0%	-10.4
Cc1cc(-n2c(C)cc(C(=O)CSc3ncnc4ccccc34)c2C)no1	-20.4%	?	-2.0%	-12.6%	i	?	-26.8%	?	-13.0
CCOc1ccc(CC(=NCCO)C2=C(O)CC(C)(C)CC2=O)cc1OCC	-5.9%	-3.7%	4.4%	0.7%	i	-28.1%	-1.6%	-2.7%	5.5
COc1cc(NC(=O)N[C@H](C(=O)O)C(C)C)cc(OC)c1	?	1.3%	8.9%	-11.1%	i	-7.9%	12.3%	1.2%	17.5
O=[N+]([O-])c1ccc(Nc2ccc3ccccc3c2)nc1	-4.0%	-3.8%	36.8%[activator]	1.2%	i	11.6%	-6.3%	4.6%	-4.8
CN1C(=O)/C(=C/c2ccc(O)c([N+](=O)[O-])c2)N(C)C1=S	-0.7%	-0.1%	·	2.7%	?	-7.1%	-3.8%	6.1%	22.2
N#Cc1c(NC(=O)c2ccccc2)sc2c1CCCCC2	6.3%	-8.5%	58.9%[activator]	-0.5%	i	-2.0%	-3.0%	2.1%	?
N#Cc1ccc(NC(=O)c2sc3cc(C(F)(F)F)cnc3c2-c2cccs2)cc1	2.0%	-16.0%	-12.2%	-8.6%	i	6.1%	-4.4%	5.7%	15.2
CCC1CCCCN1C(=O)CSc1nnc(CNC(=O)COc2ccc(Cl)cc2)o1 (stereo not given)	1.3%	-2.2%	-7.1%	12.6%[9.22 µM]	?	-10.9%	-17.1%	0.8%	-17.0
CCOC(=O)Cc1cc(=O)n2[nH]c(C)c(-c3ccc(Cl)cc3)c2n1	-21.0%	?	?	30.0%	i	?	?	6.3%	50.7
Cc1ccc2nc(CSc3nnc(-c4ccncc4)n3C)cc(=O)n2c1	0.7%	10.2%	2.2%	-2.2%	i	9.9%	7.7%	-5.8%	3.4
CCOc1cc(CNC(=O)CN2CCSc3ccccc32)cc(OCC)c1OCC	4.5%	·	-2.2%	·	?	?	·	·	·
COc1cc2c(cc1OC)C(O)=CC(=O)C2=O	-1.8%	-21.9%	·	·	i	27.0%	?	·	-7.8
COc1ccc(NC(=O)CCSc2ccc(C)cc2)cc1	1.6%	-4.5%	4.9%	-0.8%	?	6.3%	-1.4%	6.6%	20.5
CC1=C(C(=O)Nc2ccccc2C)C2(CCCC2)C(C(N)=O)C(=O)N1 (stereo not given)	-0.2%	-2.0%	11.2%	-6.1%	i	-24.7%	12.9%	4.3%	0.0
Brc1c(CSc2nc3ccccc3s2)nc2ncccn12	-26.4%	0.4%	21.7%	-5.4%	i	0.0%	10.5%	0.6%	0.0
CCN(C)C1CN(Cc2cn(Cc3ccccc3)nn2)S(=O)(=O)C1 (stereo not given)	9.3%	7.8%	-0.2%	·	i	18.4%	18.1%	·	-1.4
C=CCn1c(=NC(=O)CN2C(=O)CCC2=O)sc2cccc(OC)c21	-8.3%	-2.2%	0.0%	-11.5%	i	11.4%	-0.8%	12.2%	-15.9
CN1CCN(C(=O)c2cc(S(=O)(=O)Nc3ccccc3F)c(Cl)cc2Cl)CC1	-12.2%	-2.8%	-9.8%	19.1%	i	-25.0%	-4.2%	-6.6%	-0.8
Cn1c(=O)c2c(nc(SCCN3CCOCC3)n2Cc2cccc3ccccc23)n(C)c1=O	-11.2%	?	-60.9%	0.4%	i	4.11µM*	-18.7%	-1.5%	-1.0
COc1ccc(C(=O)NC2CC3CCCC(C2)N3Cc2ccccc2)c(OC)c1 (stereo not given)	-10.0%	4.5%	7.2%	-30.4%[inhibitor]	i	-4.0%	4.9%	-5.6%	50.0
COc1ccc(NS(=O)(=O)c2cccc(C(=O)N3CCN(Cc4ccc5c(c4)OCO5)CC3)c2)cc1	-1.7%	0.0%	-3.5%	6.5%	i	-25.9%	-1.4%	3.0%	-24.8
O=C(CCCn1c(=S)[nH]c2cc3c(cc2c1=O)OCO3)N1CCc2ccccc2C1	8.2%	-10.7%	-12.7%	0.3%	i	-14.5%	-16.4%	-182.0%[0.0737 µM]	9.7
COc1ccc(OCC(=O)Nc2ccccc2N2CCCCC2)cc1	?	4.11µM*	-26.2%	11.6µM*	i	-10.4%	3.26µM*	3.26µM*	3.2
Cc1ccsc1C(=O)OCC(=O)NCCC1=CCCCC1	12.3%	9.2%	41.9%[activator]	-11.9%	i	19.5%	10.2%	0.3%	9.0
Nc1nc(-c2nonc2N)no1	14.9%	14.9%	3.8%	-9.7%	i	0.0%	0.0%	-1.4%	-9.2
Cc1cc2oc(=O)cc(C)c2c2occ(-c3ccc(Cl)cc3)c12	-1.1%	·	5.9%	·	i	4.0%	·	·	·
CC(C)(O)C#Cc1ccc(C(=O)N2CCN(c3ccc(Cl)cc3)CC2)cc1	6.6%	11.0%	-18.9%	-1.5%	i	-0.2%	3.5%	19.9%	-2.3
CCc1ccc(C(=O)CSc2nc(-c3ccccc3)nc3c2CCCC3)cc1	20.7%	·	14.7%	·	i	0.0%	·	·	·
O=C(NCC(c1ccco1)N1CCCCC1)c1cnc(Cl)c(Cl)c1 (stereo not given)	3.3%	-4.0%	1.1%	4.0%	i	7.3%	-0.6%	?	-4.0
CCOCCCNC(=O)/C(C#N)=C/c1ccc(Cl)c([N+](=O)[O-])c1	?	32.6µM*	?	-4.2%	?	?	23.1µM*	18.4µM*	-28.6

Source: PubChem (National Center for Advancing Translational Sciences (NCATS))
